HTRA1 inh = inhibitors of human serine peptidase HTRA1. Q92743. recombinant HTRA1, FP-rhodamine activity-based probe, fluorescence polarization. inhibition, % at 5.96 µM. 340,000 compounds, 0.5% hits. AID 504803; in the data active = inhibition above about 36%;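 note: 0% = enzyme with DMSO and 100% = wells lacking enzyme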
GC-B act = GC-B (human) receptor activation; HEK293-GC-B cells, CNP EC30, cGMP TR-FRET; 0% at EC30 CNP, 100% saturating CNP; activation, % at 10 µM; P20594; AID 1920062; 370,000 compounds, 0.11% hits;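 active = activation at 10 µM reaching about 35% in either raw or pattern-adjusted values, limit read from the data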
TCR CD3 inh = inhibitors of human TCR-CD3 interaction | TAMRA-labeled TCR probe fluorescence, biochemical | inhibition, % at 9.4 µM | 360,000 compounds, 0.37% hits | AID 651800; in the data active = inhibition above about 19%;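 note: recombinant mutant TCR 2C K166C tagged with TAMRA read by polarization; 0% = receptor in buffer alone and 100% = receptor with positive control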
MBD2 inh = blocks human MBD2 binding to methylated DNA; Q9UBB5; TR-FRET, MBD2 binding to methylated oligonucleotide; inhibition, % at 4.4 µM; 370,000 compounds, 0.31% hits; AID 686964; in the data active = inhibition above about 13%
rCAG RNA binder = binds r(CAG) RNA repeats | 370,000 compounds, 1.3% hits | inhibition, % at 3 µM | AID 651821 | r(CAG) RNA repeat, TO-PRO-1 dye displacement fluorescence;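 active = inhibition above the plate cutoff, the mean of all test compounds on that plate plus 3 SD, cut at about 35% in these data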;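 note: 0% = DMSO alone and 100% = 100 µM mitoxantrone as full dye displacement; higher means more dye released from RNA so lower well fluorescence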
mABHD4 FP = inhibitors of mouse ABHD4 | inhibition, % at 8.92 µM | AID 720543 | purified mABHD4, FP-Rh probe fluorescence polarization | 370,000 compounds, 0.54% hits | Q8VD66;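 active = inhibition exceeding the mean over every tested compound plus 3 SD, cut at about 30% in these data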;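 note: 0% = plate median of compound wells and 100% = S159A mutant with DMSO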
Target sequence (Q8VD66 whole entry, looked up): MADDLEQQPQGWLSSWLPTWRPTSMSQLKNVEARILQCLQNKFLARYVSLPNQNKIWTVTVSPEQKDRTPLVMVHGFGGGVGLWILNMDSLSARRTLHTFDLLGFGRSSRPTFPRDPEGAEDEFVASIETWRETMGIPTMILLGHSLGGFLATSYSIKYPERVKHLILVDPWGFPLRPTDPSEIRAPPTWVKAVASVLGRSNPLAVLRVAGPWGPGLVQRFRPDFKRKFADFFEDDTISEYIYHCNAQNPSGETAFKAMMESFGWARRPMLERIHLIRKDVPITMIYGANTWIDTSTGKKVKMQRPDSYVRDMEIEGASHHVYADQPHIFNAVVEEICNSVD
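Assay system: mABHD4 protein; medium: HEPES pH 7.0, NaCl, Pluronic buffer; dosing: 8.92 µM, single dose; schedule: 45 min + 60 min at 25 °C; signal: FP readout, ex 525 nm / em 598 nm; read-out: normalized percent inhibition of probe labeling; repeats: single replicate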
SIAE inh = inhibitors of human sialic acid acetylesterase SIAE. Q9HAT2. inhibition, % at 9.66 µM. SIAE FP-Rh probe binding, fluorescence polarization. AID 1053197. 370,000 compounds, 0.69% hits;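 active = inhibition above a cutoff: mean of compounds within the control limits plus 3 SD of those, cut at about 17% in these data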;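 note: 0% = plate median of compound wells and 100% = probe without SIAE protein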
NPR1 activator = GC-A (human) enzyme activation. P16066. HEK293 GC-A cells, cGMP TR-FRET, EC30 ANP; 0% at EC30 ANP, 100% saturating ANP. activation, % at 10 µM. 370,000 compounds, 0.14% hits. AID 1671463; in the data active = activation above about 40%
UHRF1 binding = UHRF1 methyl-DNA binding inhibition; Q96T88; inhibition, % at 4.4 µM; UHRF1 binding to methylated oligo, TR-FRET; AID 687016; 370,000 compounds, 0.75% hits; in the data active = inhibition above about 21%;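 note: UHRF1 SRA domain binding a hemimethylated CpG hairpin DNA probe; 0% = median of test compound wells and 100% = reference inhibitor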
PRMT1 FP inh = blocks human protein arginine methyltransferase 1; recombinant PRMT1, activity-based probe fluorescence polarization; inhibition, % at 2.79 µM; 370,000 compounds, 1.3% hits;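 active = inhibition above about 21% made by adding two undisclosed values, limit read from the data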
Target sequence (Q99873 whole entry, looked up): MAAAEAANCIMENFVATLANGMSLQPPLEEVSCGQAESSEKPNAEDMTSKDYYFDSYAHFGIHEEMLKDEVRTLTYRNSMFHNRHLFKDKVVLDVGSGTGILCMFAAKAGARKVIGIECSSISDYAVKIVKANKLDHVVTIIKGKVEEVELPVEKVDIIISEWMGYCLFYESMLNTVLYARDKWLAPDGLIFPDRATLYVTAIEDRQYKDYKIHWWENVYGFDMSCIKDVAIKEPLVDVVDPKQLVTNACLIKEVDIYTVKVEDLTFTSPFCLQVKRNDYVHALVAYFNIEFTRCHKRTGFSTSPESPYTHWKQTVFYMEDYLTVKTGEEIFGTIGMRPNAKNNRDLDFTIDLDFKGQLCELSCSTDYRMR
* marks the source's active call; other numbers are inactive results. An excerpt; rates above refer to the full screens.

Sample of the layout:
Screening Cc1ccc(S(=O)(=O)N/N=C2/CCCCC2C2CCCCC2)cc1[N+](=O)[O-] (stereo not given) returned HTRA1 inh -2, GC-B act 1, TCR CD3 inh 5, MBD2 inh -2, rCAG RNA binder 10, mABHD4 FP -3, SIAE inh 0, NPR1 activator 1, UHRF1 binding -1 and PRMT1 FP inh -1.
For Cc1ccc(/C=N/n2c(C)nnc2C)cc1 the results were HTRA1 inh 1, GC-B act 0, TCR CD3 inh -2, MBD2 inh -3, rCAG RNA binder 0, mABHD4 FP 1, SIAE inh -2, NPR1 activator -6, UHRF1 binding 0 and PRMT1 FP inh 0.

Results, previewed entries included:
Screening Cc1ccc(S(=O)(=O)N/N=C2/CCCCC2C2CCCCC2)cc1[N+](=O)[O-] (stereo not given) returned HTRA1 inh -2, GC-B act 1, TCR CD3 inh 5, MBD2 inh -2, rCAG RNA binder 10, mABHD4 FP -3, SIAE inh 0, NPR1 activator 1, UHRF1 binding -1 and PRMT1 FP inh -1.
For Cc1ccc(/C=N/n2c(C)nnc2C)cc1 the results were HTRA1 inh 1, GC-B act 0, TCR CD3 inh -2, MBD2 inh -3, rCAG RNA binder 0, mABHD4 FP 1, SIAE inh -2, NPR1 activator -6, UHRF1 binding 0 and PRMT1 FP inh 0.
For Cc1cccc2cc(C(c3nnnn3C3CCCC3)N3CCOCC3)c(=O)[nH]c12 (stereo not given) the results were HTRA1 inh -5, GC-B act 4, TCR CD3 inh -1, MBD2 inh 1, rCAG RNA binder 2, mABHD4 FP -2, SIAE inh 4, NPR1 activator 8, UHRF1 binding 1 and PRMT1 FP inh -1.
Screening COCCNc1nc(NCCCN2CCCC2=O)c2sccc2n1 returned GC-B act 0, TCR CD3 inh 0, MBD2 inh 1, rCAG RNA binder 1, mABHD4 FP -1, SIAE inh 0, NPR1 activator 0, UHRF1 binding 1 and PRMT1 FP inh -4.
For CCOC(=O)/C=C/C(=O)OCC(=O)Nc1cccc(Cl)c1Cl the results were HTRA1 inh -2, GC-B act 1, TCR CD3 inh -2, MBD2 inh 2, rCAG RNA binder -4, mABHD4 FP 0, SIAE inh 2, NPR1 activator 2, UHRF1 binding 2 and PRMT1 FP inh 5.
Screening Cc1ccc(NC(=O)CSc2nc3ccccc3c3nc(CCc4c(C)n[nH]c4C)nn23)cc1F returned HTRA1 inh -22, GC-B act 2, TCR CD3 inh -10, MBD2 inh -4, rCAG RNA binder 7, mABHD4 FP -9, SIAE inh -10, NPR1 activator 0, UHRF1 binding 1 and PRMT1 FP inh 4.
C(=N\Nc1nc2ccccc2[nH]1)/c1cccs1 was read as HTRA1 inh -4, GC-B act -5, TCR CD3 inh 0, MBD2 inh 0, rCAG RNA binder 5, mABHD4 FP 10, SIAE inh 4, NPR1 activator -3, UHRF1 binding -3 and PRMT1 FP inh -2.
Screening CCN(CC)c1ccc(C(=O)NC(=S)Nc2cc(S(=O)(=O)N3CCOCC3)ccc2-n2cncn2)cc1 returned HTRA1 inh 12, GC-B act 18, TCR CD3 inh 1, MBD2 inh -2, rCAG RNA binder 2, mABHD4 FP -9, SIAE inh 3, NPR1 activator 5, UHRF1 binding -4 and PRMT1 FP inh -2.
Screening CN(C)C(=O)CCc1ccc2c3c([nH]c2c1)[C@]1(C)[C@@H](C(=O)N2CCCCC2)C[C@H](CC(=O)NCc2cccc(C(F)(F)F)c2)C(=O)N1CC3 returned HTRA1 inh -1, GC-B act -4, TCR CD3 inh 7, MBD2 inh -2, rCAG RNA binder 0, mABHD4 FP 4, SIAE inh 4, NPR1 activator 1, UHRF1 binding -1 and PRMT1 FP inh -1.
Cc1ccc(S(=O)(=O)N(C)c2ccc(OCC(=O)OCc3cccc(Br)c3)cc2)cc1 was read as HTRA1 inh -15, GC-B act -3, TCR CD3 inh 2, MBD2 inh -1, rCAG RNA binder 5, mABHD4 FP -8, SIAE inh -3, NPR1 activator 1, UHRF1 binding 3 and PRMT1 FP inh -2.
`C[C@@H]1CN([C@@H](C)CO)C(=O)CCCn2nncc2CO[C@H]1CN(C)S(=O)(=O)c1ccc(-c2ccccc2)cc1` gave HTRA1 inh -4, GC-B act -1, TCR CD3 inh -4, MBD2 inh 6, rCAG RNA binder 9, mABHD4 FP 11, SIAE inh -1, NPR1 activator -1, UHRF1 binding 5 and PRMT1 FP inh 0.
Screening COc1cccc(CNCc2ccc(SC)cc2)c1OC returned HTRA1 inh -6, GC-B act -1, TCR CD3 inh -4, MBD2 inh -8, rCAG RNA binder -2, mABHD4 FP 8, SIAE inh 9, NPR1 activator -1, UHRF1 binding -1 and PRMT1 FP inh 0.
CC1(C)CC(=O)c2cc(OCC(=O)N3CCOCC3)ccc2O1 was read as HTRA1 inh 7, GC-B act -3, TCR CD3 inh 0, MBD2 inh -5, rCAG RNA binder -4, mABHD4 FP -10, SIAE inh -3, NPR1 activator 0, UHRF1 binding -1 and PRMT1 FP inh 0.
`CCOC(=O)c1c(NC(=O)CSc2nnc3c(Cl)cc(Cl)cn23)sc2c1CCC2` gave HTRA1 inh -23, GC-B act -1, TCR CD3 inh 6, MBD2 inh -1, rCAG RNA binder 5, mABHD4 FP 3, SIAE inh -1, NPR1 activator -8, UHRF1 binding -2 and PRMT1 FP inh -2.
Screening CC1=C(C(=O)O)N2C(=O)C(NC(=O)c3ccn(C)n3)C2SC1 (stereo not given) returned HTRA1 inh 8, GC-B act 0, TCR CD3 inh 2, MBD2 inh -5, rCAG RNA binder 3, mABHD4 FP 5, SIAE inh -1, NPR1 activator 0, UHRF1 binding -3 and PRMT1 FP inh 6.
For COC(=O)COc1ccc(C(c2c(C)[nH][nH]c2=O)c2c(C)[nH][nH]c2=O)cc1 the results were HTRA1 inh -3, GC-B act 7, TCR CD3 inh 1, MBD2 inh 1, rCAG RNA binder 0, mABHD4 FP 1, SIAE inh 4, NPR1 activator 7, UHRF1 binding -6 and PRMT1 FP inh 2.
`Cc1[nH]c(=O)[nH]c(=O)c1CSCC(=O)OCC(=O)c1ccc(Br)cc1` gave HTRA1 inh 1, GC-B act -9, TCR CD3 inh -4, MBD2 inh 0, rCAG RNA binder 0, mABHD4 FP 2, SIAE inh -7, NPR1 activator -1, UHRF1 binding 3 and PRMT1 FP inh 2.
CCOC(=O)C(NC(=O)c1ccccc1OCC)(Nc1ncccn1)C(F)(F)F (stereo not given) was read as HTRA1 inh -15, GC-B act -17, TCR CD3 inh 3, MBD2 inh -4, rCAG RNA binder -10, mABHD4 FP -2, SIAE inh 0, NPR1 activator -13, UHRF1 binding 1 and PRMT1 FP inh 0.
For CCn1c(=O)cc(OCC(=O)NCCc2cccc(C)c2)c2ccccc21 the results were HTRA1 inh 2, GC-B act -2, TCR CD3 inh 2, MBD2 inh -2, rCAG RNA binder -3, mABHD4 FP 0, SIAE inh 9, NPR1 activator 2, UHRF1 binding -2 and PRMT1 FP inh -5.
For Cc1ccc(NC(=O)Nc2ccc(Cl)cn2)cc1 the results were HTRA1 inh 0, GC-B act -15, TCR CD3 inh -11, MBD2 inh 8, rCAG RNA binder 1, mABHD4 FP -7, SIAE inh -7, NPR1 activator 0, UHRF1 binding 5 and PRMT1 FP inh 1.
CN1CCN(S(=O)(=O)c2ccc(C(=O)Nc3ccccc3)cc2)CC1 was read as HTRA1 inh 1, GC-B act 5, TCR CD3 inh 1, MBD2 inh 2, rCAG RNA binder -1, mABHD4 FP 1, SIAE inh -2, NPR1 activator -1, UHRF1 binding 1 and PRMT1 FP inh -3.
For CC(=O)Nc1ccc(S(=O)(=O)N/N=C/c2ccc(C)o2)cc1 the results were HTRA1 inh 0, GC-B act 2, TCR CD3 inh 16, MBD2 inh 9, rCAG RNA binder 6, mABHD4 FP 12, SIAE inh -1, NPR1 activator 2, UHRF1 binding 7 and PRMT1 FP inh 0.
Screening CCOc1ccc(CSCCNC(=S)Nc2ccccc2)cc1 returned HTRA1 inh -14, GC-B act 1, TCR CD3 inh -1, MBD2 inh 8, rCAG RNA binder -3, mABHD4 FP -19, SIAE inh 3, NPR1 activator 9, UHRF1 binding 3 and PRMT1 FP inh 1.
For CCOC(=O)N1CCN(Cc2cc(=O)oc3cc4c(cc23)CCC4)CC1 the results were HTRA1 inh 0, GC-B act -13, TCR CD3 inh 1, MBD2 inh -1, rCAG RNA binder 1, mABHD4 FP -4, SIAE inh 1, NPR1 activator -8, UHRF1 binding -2 and PRMT1 FP inh -3.
`CCOCCCNC(=O)c1oc2ccc3c(c2c1C)C(O)CC(C)(C)O3` (stereo not given) gave HTRA1 inh -1, GC-B act 3, TCR CD3 inh 0, MBD2 inh 10, rCAG RNA binder -5, mABHD4 FP -4, SIAE inh 0, NPR1 activator 5, UHRF1 binding 2 and PRMT1 FP inh 8.
`O=C(c1ccc2c(c1)OCO2)C1CCCN(Cc2cn[nH]c2-c2ccccc2)C1` (stereo not given) gave HTRA1 inh 1, GC-B act 1, TCR CD3 inh 0, MBD2 inh -2, rCAG RNA binder -5, mABHD4 FP 4, SIAE inh -2, NPR1 activator -5, UHRF1 binding 4 and PRMT1 FP inh 0.
Cc1nnc(SCC(=O)Nc2ccc(-c3nc4ccccc4s3)cc2)s1 was read as HTRA1 inh -7, GC-B act -3, TCR CD3 inh 12, MBD2 inh -1, rCAG RNA binder 2, mABHD4 FP -4, SIAE inh -6, NPR1 activator 9, UHRF1 binding 0 and PRMT1 FP inh -1.
COc1ccccc1N=Nc1[nH]c2ccc(C)cc2c1O was read as HTRA1 inh 7, GC-B act -4, TCR CD3 inh -2, MBD2 inh -6, rCAG RNA binder 8, mABHD4 FP 12, SIAE inh -1, NPR1 activator -1, UHRF1 binding 3 and PRMT1 FP inh 3.
`CCCCS(=O)(=O)NC1=NCN(CC)CN1` gave HTRA1 inh 4, GC-B act 4, TCR CD3 inh 8, MBD2 inh 5, rCAG RNA binder 0, mABHD4 FP 0, SIAE inh 0, NPR1 activator -1, UHRF1 binding 3 and PRMT1 FP inh 0.
Screening CCSc1nnc(NC(=O)NCC(F)(F)F)s1 returned HTRA1 inh -4, GC-B act -2, TCR CD3 inh 9, MBD2 inh 4, rCAG RNA binder 5, mABHD4 FP -2, SIAE inh 6, NPR1 activator 3, UHRF1 binding -3 and PRMT1 FP inh 0.
Screening O=S(=O)(c1ccccc1)N1CCN(Cc2ccccc2C(F)(F)F)CC1 returned HTRA1 inh -15, GC-B act -2, TCR CD3 inh 7, MBD2 inh 0, rCAG RNA binder -6, mABHD4 FP -6, SIAE inh 6, NPR1 activator -2, UHRF1 binding -1 and PRMT1 FP inh 0.
`Cc1ccc(Cn2nc(C)c(NC(=O)c3nn(C)cc3Cl)c2C)cc1` gave HTRA1 inh -1, GC-B act -3, TCR CD3 inh 0, MBD2 inh 6, rCAG RNA binder -5, mABHD4 FP -3, SIAE inh 5, NPR1 activator 3, UHRF1 binding 2 and PRMT1 FP inh 1.
CCCCN(CC(O)COc1cccc(C)c1)CC(O)COc1cccc(C)c1 (stereo not given) was read as HTRA1 inh -39, GC-B act -5, TCR CD3 inh -3, MBD2 inh 2, rCAG RNA binder -7, mABHD4 FP 2, SIAE inh -4, NPR1 activator -6, UHRF1 binding 0 and PRMT1 FP inh -1.
`COc1cccc(-c2csc(N3CCN(C(=O)Nc4ccc(Cl)cc4)CC3)n2)c1` gave HTRA1 inh -48, GC-B act -1, TCR CD3 inh 4, MBD2 inh 4, rCAG RNA binder 6, mABHD4 FP -31, SIAE inh -15, NPR1 activator 1, UHRF1 binding 3 and PRMT1 FP inh 2.

From PubChem
